Bioassay records as filed in PubChem BioAssay.
UTI89 phage lysis: protection from phage-mediated lysis, alamar blue read-out – E. coli UTI89, K1F phage, bacterial capsule biogenesis inhibitors (AID 488966) | 0.02% of 340,000 active | E. coli UTI89 K1F phage lysis, alamar blue, 2 h; higher % means a stronger effect | inhibition, % at 100 µM; hits with a dose series show IC50 in µM;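 active means phage lysis inhibition, versus mean bacterial control, above a set limit; inconclusive means no clear call, values can overlap the other calls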;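 further: capsule biogenesis inhibitors block K1F phage lysis so surviving cells raise fluorescence; higher fluorescence means more inhibition of phage lysis; actives were called in the ten point dose series up to 300 µM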
T cell HTS: modulates CD8 T cell binding to vesicles; 2C CD8+ T cell-vesicle binding, flow cytometry; hits give low values; calls only at 7 µM; 0.068% of 330,000 active; AID 2052;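 active means response, share of CD8 T cells binding vesicles, and their 90th percentile fluorescence all below set limits, cut at about 80% in these data, passing the limit was not always enough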
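Material: 2C TCR transgenic mouse naive CD8+ T cells, MACS-purified. Also added: QL9-charged Drosophila Ld/ICAM-1/B7-1 vesicles. Timing: binding 1.5 h at 37 °C. Measured by: high-throughput flow cytometry with anti-B7-1 and anti-CD8 staining. Read-out: percent CD8+ FL2 mean versus row control. Controls: Unloaded micro-vesicles (low), QL9 vesicles with 0.7% DMSO (high).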
TNAP activators: human TNAP enzyme activators, primary screen, biochemical, luminescent, no phosphate acceptor, uHTS (AID 1001); purified TNAP, luminescent activation assay, no phosphate acceptor; higher activation fold means a stronger effect; one-dose activation fold at 20 µM; EC50 in µM for titrated hits; 0.03% of 200,000 active; in the data active means activation fold from about 3, or a potency from the dose series; inactive means the rest, 99 in 100 with activation fold below about 1.6; further: many of its hits are not listed in these tables
Myeloid diff 2: myeloid differentiation induction. ER-HoxA9 myeloid progenitors, lysozyme-GFP differentiation, flow cytometry. calls only at 10 µM. 1% of 360,000 active;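 active means normalized GFP-positive differentiation at or above the plate's own cutoff, the solvent-only control mean plus 3 SD; inconclusive means no clear call, values can overlap the other calls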;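 further: cells exposed to compound for four days before flow analysis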
NTR1 ag: NTR1-driven beta-arrestin-GFP spot formation – imaging, U2OS cells, high content, primary screen (AID 493036); P30989; agonist mode; activation, % at 20 µM; 0.17% of 330,000 active;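 active means activation at or above 40% of the spot to cytoplasm intensity ratio, with at least 20 cells analyzed; inconclusive means wells under 20 cells, flagged as cytotoxic or low count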;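 further: 0% = DMSO without peptide and 100% = 100 nM NTR1 peptide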
Target sequence (P30989 whole entry, looked up): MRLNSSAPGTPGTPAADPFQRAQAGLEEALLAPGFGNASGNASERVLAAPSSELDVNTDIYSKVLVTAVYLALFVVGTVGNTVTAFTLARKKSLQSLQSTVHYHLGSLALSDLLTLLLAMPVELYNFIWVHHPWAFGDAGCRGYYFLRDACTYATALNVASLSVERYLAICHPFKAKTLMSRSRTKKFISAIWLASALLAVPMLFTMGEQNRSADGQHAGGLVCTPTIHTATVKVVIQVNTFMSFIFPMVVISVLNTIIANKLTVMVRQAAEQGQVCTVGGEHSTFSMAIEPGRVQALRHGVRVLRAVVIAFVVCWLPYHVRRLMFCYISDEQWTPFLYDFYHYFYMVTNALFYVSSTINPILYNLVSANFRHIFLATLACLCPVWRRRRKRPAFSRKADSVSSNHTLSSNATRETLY
RSV CPE inhibition: RSV antiviral activity via CPE protection, HEp-2 cells, primary 10 µM value included (AID 2391). one-dose CPE inhibition, % at 10 µM; IC50 in µM for titrated hits. HEp-2 cells, RSV-induced CPE inhibition; higher % means a stronger effect. 0.13% of 310,000 active; in the data active means a potency from the dose series; inconclusive means CPE inhibition mostly from about 23% at the one dose, without a potency; inactive means the rest, 99 in 100 with CPE inhibition below about 21%; further: strong numbers were not always called active
Rac1 GTP hydrolysis: MgcRacGAP GTPase-activating activity inhibitors, confirmation, biochemical, ADP Hunter fluorescence; MgcRacGAP-stimulated Rac1 GTP hydrolysis, ADP Hunter fluorescence; higher % means a stronger effect; GST-tagged Rac1 F28L mutant substrate; one-dose inhibition, % at 30 µM; IC50 in µM for titrated hits; 0.6% of 340,000 active; AID 624330;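 active means first-screen hits whose inhibition reached a set limit at any dose in the follow-up dose series; inconclusive means inhibition above the set first-screen limit but never retested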;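 further: fluorescence reports GDP produced by GAP-driven GTP hydrolysis; strong numbers were not always called active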
Large T inhibition: TAg ATPase/helicase activity blockers – biochemical (AID 1903) | 0.39% of 310,000 active | SV40 large T antigen ATPase/helicase inhibition assay; higher % means a stronger effect | inhibition, % at 20 µM, or IC50 in µM where a hit was titrated; in the data active means a potency from the dose series; inconclusive means inhibition mostly from about 32% at the one dose, without a potency; inactive means the rest, 99 in 100 with inhibition below about 32%; further: strong numbers were not always called active
PhoP inhibition: PhoP-dependent GFP reporter repression – Salmonella Typhimurium, primary screen (AID 1863). S. Typhimurium PhoP-regulated promoter GFP reporter, 4 h; higher % means a stronger effect. 0.16% of 300,000 active. inhibition, % at 50 µM, or IC50 in µM where a hit was titrated;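 active means inhibition over 29.93%, a cutoff 3 SD above the screen mean, later confirmed by dose response; inconclusive means inhibition over 29.93% but no dose response follow-up; inactive means inhibition at most 29.93% or unconfirmed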;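 further: 0% = low Mg2+ inducing control and 100% = high Mg2+ repressing control; strong numbers were not always called active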
T cell HTS vesicle-bound %: second read-out of T cell HTS, no call of its own (marks repeat the call); double positive events, %; measured here: CD8+ vesicle-bound cell fraction;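 binding gate set so that unloaded-vesicle control wells show 10% double positive cells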
NTR1 ag cell count 20 µM: recorded beside NTR1 ag, whose call it bears; cell count; measured here: cell count, cytotoxicity flag
Myeloid diff 2 GFP+ MAC1+ %: recorded beside Myeloid diff 2, whose call it bears; GFP+ MAC1+ double positive, %; measured here: differentiation confirmed by MAC1 staining
Active calls of the source: *; i = inactive; ? = inconclusive; . = no result given; [ ] = another dose, or the depositor's remark.

Fields: UTI89 phage lysis	T cell HTS	T cell HTS vesicle-bound %	TNAP activators	Myeloid diff 2	Myeloid diff 2 GFP+ MAC1+ %	NTR1 ag	NTR1 ag cell count 20 µM	RSV CPE inhibition	Rac1 GTP hydrolysis	Large T inhibition	PhoP inhibition
CC(CC(=O)OCC(=O)Nc1ccc2[nH]c(=O)[nH]c2c1)c1ccccc1 (centres undefined)
    0.9%[50 µM]	i	36	.	i	1.1	-2.2	93	0.1%	5%	.	.
O=C1C2C3C=CC(C4CC34)C2C(=O)N1Cc1ccccc1 (centres undefined)
    0.1%	i	57	1.1	i	0.4	1.0	76	0.8%	2%	.	.
Cn1c(=O)n(C)c2cc(NS(C)(=O)=O)ccc21
    -0.1%	i	40	1.1	i	0.8	3.5	69	1.7%	-1%	-1%	0%
Cn1cccc1/C=N/NC(=O)c1cccc(OC(F)(F)C(F)F)c1
    2.5%[50 µM]	i	22	1	i	0.2	1.4	49	2.7%	8%	32%	6%
CC(NC(=O)C(=O)NCC1CCCO1)c1ccccc1 (centres undefined)
    -0.3%	i	50	1.1	i	0.9	1.6	43	0.9%	9%	5%	1%
CCOc1ccc(C(c2c(O)nc(SC)[nH]c2=O)c2c(O)nc(SC)[nH]c2=O)cc1
    .	i	46	.	i	0.9	-0.3	56	1.1%	.	?	.
Cc1ccc(OCCNC(=O)c2cc(=O)[nH]c3ccccc23)cc1
    0.1%	i	29	1.1	i	0.4	-0.1	47	2.2%	-3%	7%	0%
CN1C2C=C3C(C#N)=C(N)C(C#N)(C#N)[C@@H](c4cccc(F)c4)[C@@H]3C1CC2 (some centres undefined)
    0.1%	i	5	1	i	1.2	-0.6	66	1.1%	4%	8%	-8%
Cc1cc(C)nc(NS(=O)(=O)c2ccc(NC(=S)NC(=O)C(C)C)cc2)n1
    0.1%	i	36	1.1	i	1.0	-0.2	55	2.1%	5%	4%	2%
O=c1[nH]c(Cn2nnc(-c3ccccc3)n2)nc2scc(-c3ccccc3)c12
    0.5%	i	41	1.1	i	1.0	1.6	68	9.9%	-5%	16%	-13%
COc1ccc(N(C)C(=O)Cc2c(C(=O)O)n(C)c3ccccc23)cc1
    0.0%	i	21	.	i	0.2	-0.1	53	1.0%	4%	8%	-6%
CCCCCCNC(=O)Cc1nc2nc(C)cc(C)n2n1
    1.9%	i	48	1.1	i	1.2	1.1	54	0.7%	8%	8%	20%
Cc1ccc(S(=O)(=O)c2nnn3c2nc(N2CCN(c4ccccn4)CC2)c2ccccc23)cc1
    0.2%	i	12	.	i	0.2	0.5	54	9.2%	11%	-15%	12%
CN(C)CCN(Cc1cc2cc3c(cc2[nH]c1=O)OCCO3)C(=S)NCC1CCCO1 (centres undefined)
    -0.8%	i	30	1	i	0.6	-1.9	34	-1.7%	3%	4%	3%
O=C(Nc1cccc(F)c1)Nc1c[nH]c(=O)[nH]c1=O
    0.1%	i	25	.	i	1.2	-0.5	96	2.6%	3%	6%	1%
CCCC(=O)N1CC(=O)Nc2ccc(C)cc2C1c1ccc(F)cc1 (centres undefined)
    2.7%	i	25	.	i	2.8	4.5	46	2.3%	2%	.	.
COc1cccc(OCC(O)CN2CCN(CCO)CC2)c1 (centres undefined)
    0.3%	i	45	1.1	i	0.7	0.6	53	-0.8%	9%	-2%	-3%
Cc1cccc(NC(=O)CN(C)S(=O)(=O)c2cccs2)c1
    4.6%	i	29	1.1	i	1.8	-0.7	55	-0.9%	5%	0%	9%
CO/C([O-])=N/c1c[n+](-c2ccc(C)cc2)no1
    1.9%[50 µM]	i	49	1.1	i	1.3	-2.1	68	-0.2%	7%	13%	3%
CCOC(=O)c1c(NC(=O)Cc2cccs2)sc(C)c1C
    -0.1%	i	42	1.1	i	3.9	9.5	45	11%	14%	10%	6%
COC(=O)C1=C(C)NC(=O)NC1c1cc(Cl)ccc1OC (centres undefined)
    1.0%	i	22	1.2	i	0.9	-1.5	95	0.8%	7%	10%	-4%
O=c1c2[nH]c3ccccc3c2ncn1CCC1=CCCCC1
    0.1%	i	43	1.1	i	0.4	-0.4	87	1.8%	14%	17%	-11%
CCCCN(CC)Cc1ccc(CNC(=S)Nc2c(C)cc(C)cc2C)o1
    1.1%	i	33	1.2	i	0.6	-0.8	62	-2.3%	7%	18%	-9%
COc1ccc(CCNc2nc3ccccc3n3nnnc23)cc1OC
    -0.1%	i	29	1.2	i	2.3	-2.0	60	-0.3%	2%	-3%	6%
CCc1cc2cc3c(cc2nc1SCC(=O)Nc1nnc(C)s1)OCCO3
    0.4%	i	29	1	i	0.9	2.9	52	4.8%	0%	5%	-10%
COC(=O)CSc1nnc(CSc2nc(C)cc(C)n2)n1Cc1ccco1
    1.8%	i	35	1.2	i	0.4	0.0	75	0.3%	5%	-2%	1%
COC(=O)C1=C(C)NC(C)=C(C(=O)OC)C1c1ccc(N(C)C)cc1
    -0.7%	i	19	1.1	i	2.3	-3.9	87	0.2%	-2%	5%	-8%
COc1cc2cc(CN(Cc3cccs3)C(=S)Nc3cccc(C)c3)c(=O)[nH]c2cc1OC
    .	i	54	1.2	.	.	2.1	43	4.9%	.	0%	16%
CN1CCN(S(=O)(=O)c2ccc(Oc3ccc(F)c(Cl)c3)nc2)CC1
    -0.2%	i	11	1	i	0.4	-0.2	39	-1.6%	3%	28%	3%
O=C1Nc2ccccc2C(O)(C(=O)NCc2ccc3c(c2)OCO3)N1c1ccccc1 (centres undefined)
    0.3%	i	66	1.1	i	1.3	-0.4	87	0.9%	9%	0%	-8%
O=C(CCC(=O)c1ccccc1)NC1CCCN(Cc2ccccc2F)C1 (centres undefined)
    -2.9%	i	59	.	i	0.5	1.7	62	0.2%	-13%	10%	1%
Cc1ccc(C(=O)NCCc2nnc(SCC(=O)Nc3nc(-c4ccccc4)cs3)n2C)cc1
    0.0%	i	40	1.1	i	0.7	0.4	64	2.4%	-1%	2%	7%
CC1(C)CC(=O)c2c(O)cc(OCC(=O)N3CCN(c4ccccc4)CC3)cc2O1
    0.1%	i	3	.	i	1.5	10	90	2.3%	1%	.	.
COc1ccc(NC(=O)CCCC2CCCCC2)cc1S(=O)(=O)N1CCCCC1
    1.5%	i	27	1.1	i	1.4	4.4	36	2.5%	8%	11%	1%
Cc1cnc(NC(=O)COc2ccccc2)s1
    0.5%	i	54	1.1	i	0.7	-0.9	83	0.6%	-1%	4%	1%
COc1ccccc1CNc1nc(C)c(C(=O)N(C)C)s1
    0.0%	.	.	.	i	0.7	0.1	50	.	9%	.	.
O=C(C[n+]1cc(-c2ccc(F)cc2)n2c1CCC2)c1cccs1
    -0.9%	i	29	.	i	0.3	0.6	51	1.3%	10%	10%	7%
Cc1ccc2nc(C(C)O)[nH]c2c1 (centres undefined)
    0.2%	i	60	1	i	1.5	-2.8	73	0.3%	8%	13%	-5%
CCCOc1ccc(/C=C/C(=O)N2CCN(c3ccccn3)CC2)cc1
    0.3%	i	20	1.1	i	0.6	-0.4	64	11%	6%	-2%	7%
O=C(N1CCN=C1SCc1cccnc1)C12CC3CC(CC(C3)C1)C2
    -2.0%	i	43	1.1	i	0.2	-0.3	88	0.2%	6%	3%	5%
COc1cccc(NC(=O)Cn2c(=O)n(-c3ccccc3)c(=O)c3oc4ccccc4c32)c1
    1.0%[50 µM]	i	52	1.1	i	0.6	3.0	51	-0.8%	7%	12%	-9%
COc1cc(OC)cc(C(=O)NCC(=O)OCC(=O)N2c3ccccc3NC(=O)C2(C)C)c1
    0.1%	i	8	1.1	i	1.1	3.8	67	3.4%	4%	8%	3%
CCC(C)[C@H](NC(=O)N1CC(=O)Nc2ccccc21)C(=O)N[C@H](Cc1ccccc1)C(=O)O (some centres undefined)
    5.7%	i	57	.	i	3.4	-0.5	66	0.9%	7%	2%	-4%
Cc1cccc(C)c1NC(=O)CSCC(=O)c1ccc(O)c(O)c1
    0.7%	i	44	0.9	i	1.2	-1.3	80	0.6%	32%	13µM*	-2%
O=[N+]([O-])c1ccc(C2CNC(c3ccccc3)O2)cc1 (centres undefined)
    -0.3%	i	34	1.1	i	5.4	-0.7	44	-0.1%	-1%	-2%	-2%
O=C(Cc1cccc2ccccc12)N/N=C/c1ccc(Sc2cccc3cccnc23)o1
    .	i	10	1.1	.	.	1.7	46	6.1%	.	7%	-24%
Cn1c(SCC(=O)NC2CCS(=O)(=O)C2)nc2ccccc21 (centres undefined)
    0.3%[50 µM]	i	36	.	i	1.0	0.0	59	.	-2%	.	.
Cc1cc(=O)cc(C)n1-c1ccc(O)cc1
    -0.6%	i	44	1.2	i	0.4	0.9	49	1.2%	6%	12%	3%
CC(=O)OCc1ccccc1Sc1ccccc1C(=O)NCc1ccccc1
    -1.4%	i	36	.	i	0.4	0.7	68	1.4%	15%	3%	-9%

For reference, part of the list above:
Fields: UTI89 phage lysis	T cell HTS	T cell HTS vesicle-bound %	TNAP activators	Myeloid diff 2	Myeloid diff 2 GFP+ MAC1+ %	NTR1 ag	NTR1 ag cell count 20 µM	RSV CPE inhibition	Rac1 GTP hydrolysis	Large T inhibition	PhoP inhibition
Cc1cc(=O)cc(C)n1-c1ccc(O)cc1
    -0.6%	i	44	1.2	i	0.4	0.9	49	1.2%	6%	12%	3%
CC(=O)OCc1ccccc1Sc1ccccc1C(=O)NCc1ccccc1
    -1.4%	i	36	.	i	0.4	0.7	68	1.4%	15%	3%	-9%

Just T cell HTS vesicle-bound %, for some of the entries so far:
SMILES,T cell HTS vesicle-bound %
Cn1c(SCC(=O)NC2CCS(=O)(=O)C2)nc2ccccc21 (centres undefined),36
Cc1cc(=O)cc(C)n1-c1ccc(O)cc1,44

An unsorted share of the library; overall some 2.3% were active at least once.
